# POLI inh = DNA polymerase iota (human) inhibition. Pol iota fluorescent replication assay, 10 min. Potency, µM (highest dose often 115 µM), without a hit: top-dose activity, negative = inhibition, usual class: inhibitors. actives 1% (n = 390,000). AID 588590; note: potency is the fitted concentration of half-maximal effect
#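 Pol iota at 10 nM preincubated 15 min with compounds at room temperature; reaction started with fluorescent substrate, 50 nM final. Fluorescence read kinetically at 0 and 10 min; buffer-only wells as negative control.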
# POLB inh = inhibitors of human DNA polymerase beta; P06746; Pol beta primer extension/strand displacement, fluorescence kinetic; Potency, µM (highest dose often 114 µM), inactives show at the top dose activity change, negative = inhibition, usual class: inhibitors; actives 1.3% (n = 340,000); AID 485314; note: potency is the fitted concentration of half-maximal effect; % is set by controls: 0 for no effect and ±100 for the full control effect
#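 Pol beta (10 nM) was preincubated with compound for 15 min at room temperature. The reaction was then started with 50 nM substrate and read immediately and after a further 10 min at room temperature.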
# ERG Ets-DNA blk = ERG Ets/DNA interaction inhibition; P11308; fluorescence polarization, His-ERG Ets domain / labelled DNA; Potency, µM (top dose mostly 76.9 µM), for inactives: at the highest dose FP activity, negative = inhibition, usual class: inhibitors; actives 0.028% (n = 370,000); AID 624246; active = well fitted inhibition curve with a large enough effect in the polarisation, with a control signal flat; inconclusive = small, poorly fitted or top-dose-only effect, or effect the other way, or a change in a side signal; inactive = no such curve, though single readings can be large or run the other way; the % refers to the polarisation;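 note: polarization taken with two DNA probes labelled with fluorescein and Texas red; potency is the fitted concentration of half-maximal effect; % of control where 0% means no effect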
# Target sequence (P11308 whole entry, looked up, the tested form may be a part): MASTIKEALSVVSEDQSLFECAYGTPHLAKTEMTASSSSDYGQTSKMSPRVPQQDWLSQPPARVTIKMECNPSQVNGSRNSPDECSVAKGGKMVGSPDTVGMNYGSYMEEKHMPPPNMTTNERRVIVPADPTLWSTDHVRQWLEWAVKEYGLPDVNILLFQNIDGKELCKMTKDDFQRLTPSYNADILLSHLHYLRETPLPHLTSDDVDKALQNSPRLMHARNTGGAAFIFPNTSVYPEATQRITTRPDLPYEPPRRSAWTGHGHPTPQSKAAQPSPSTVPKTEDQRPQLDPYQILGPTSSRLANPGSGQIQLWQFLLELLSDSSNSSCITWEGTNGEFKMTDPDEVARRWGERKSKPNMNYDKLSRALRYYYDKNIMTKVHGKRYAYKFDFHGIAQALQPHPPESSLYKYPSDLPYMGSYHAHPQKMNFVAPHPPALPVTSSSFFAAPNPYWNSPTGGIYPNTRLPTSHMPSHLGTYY
#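 His-tagged ERG Ets domain (1 uM in the protein solution; 300mM KCl, 50mM Tris-HCl, 1mM EDTA, 1mM DTT, pH 7.5) received compound, then a probe mix of 5 nM fluorescein-DNA and 100nM Texas-615-DNA. Fluorescence polarization was read for both dyes.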
# BLM inh = blocks DNA unwinding by human BLM helicase; P54132; recombinant BLM DNA unwinding, fluorescence dequenching; Potency, µM (top dose mostly 56.1 µM), for inactives: top-dose activity change, negative = inhibition, usual class: inhibitors; actives 0.2% (n = 350,000); AID 2528;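 note: potency is the fitted concentration of half-maximal effect; plate controls were vehicle for no effect and no enzyme for full effect; nearly all actives have a fitted effect of over 35% in size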
# APEX1 inh = blocks human APE1 abasic DNA cleavage | Potency, µM (highest dose often 65.8 µM), for the others: top-dose activity change, negative = inhibition, hits mostly inhibitors | actives 0.35% (n = 350,000) | recombinant APE1, TAMRA/BHQ-2 abasic DNA cleavage fluorescence | P27695;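 note: potency is the fitted concentration of half-maximal effect; plate controls were vehicle for no effect and reference inhibitor for full effect; nearly all actives have a fitted effect of over 55% in size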
#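 Readout is kinetic fluorescence (ex 525, em 598 nm) from cleavage of 50 nM TAMRA/BHQ-2 THF abasic duplex by 0.75 nM APE1, compound added 15 min beforehand at RT.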
# 12-LOX inh = ALOX12 (human) lipoxygenase inhibition; purified 12hLO, xylenol orange hydroperoxide absorbance; AID 1671190; Potency, µM (series often up to 108 µM), without a hit: at the highest dose activity change, negative = inhibition, usual class: inhibitors; actives 1.1% (n = 580,000); note: potency is the fitted concentration of half-maximal effect; % is set by controls: 0 for no effect and ±100 for the full control effect
#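 Purified human 12hLO (150 nM final) in 25 mM Hepes, 0.01% Triton X-100, pH 7.0 was preincubated 15 min at room temperature with compound. Then 40 uM arachidonic acid was added, 30 min. Hydroperoxide was read by Fe-XO absorbance ratio 573/405 nm.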
# TRHR agonist = agonists of human TRH receptor; P34981; TRHR cells, calcium flux fluo-8, FDSS agonist mode; activation, % at 2 µM; actives 0.18% (n = 360,000); AID 493084; in the data active = activation above about 30%; note: 0% is about no effect
# Target sequence (P34981 whole entry, looked up): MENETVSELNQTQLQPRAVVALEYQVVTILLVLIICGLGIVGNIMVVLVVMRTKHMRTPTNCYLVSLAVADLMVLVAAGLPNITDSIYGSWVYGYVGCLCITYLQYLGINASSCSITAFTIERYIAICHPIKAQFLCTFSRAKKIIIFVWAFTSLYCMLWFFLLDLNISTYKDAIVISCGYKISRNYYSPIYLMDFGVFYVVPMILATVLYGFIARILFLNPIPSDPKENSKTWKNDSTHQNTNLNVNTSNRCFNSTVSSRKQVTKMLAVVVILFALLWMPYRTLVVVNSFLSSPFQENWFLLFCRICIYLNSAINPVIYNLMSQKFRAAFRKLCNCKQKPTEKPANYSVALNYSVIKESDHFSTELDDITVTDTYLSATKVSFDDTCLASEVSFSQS
#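 Agonist-mode FDSS calcium read (Ex 480/Em 530, 1 s cycles) in 1536-well TRHR cells with fluo-8 dye, after 10-cycle baseline and 23 nL compound addition; TRH at EC20 (10 nM final) added afterwards for the enhancer phase.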
# Pol kappa inh = inhibitors of human DNA polymerase kappa; Q9UBT6; Potency, µM (series often up to 107 µM), inactives show at the top dose activity, negative = inhibition, most hits filed as inhibitors; purified Pol kappa, fluorescent DNA synthesis assay, 10 min; actives 0.53% (n = 400,000); note: potency is the fitted concentration of half-maximal effect; % is set by controls: 0 for no effect and ±100 for the full control effect
#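 Kinetic fluorescence screen: compound preincubated 15 min RT with 10 nM enzyme; 50 nM substrate (final) initiates; reads at 0/10 min.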
# Apoferritin bind = candidate novel general anesthetic via apoferritin binding. P02791. apoferritin/1-aminoanthracene competitive binding, fluorescence. Potency, µM (series often up to 77.5 µM), for inactives: at the highest dose activity change, negative = displacement, usual class: inhibitors. actives 0.074% (n = 350,000). AID 485281; note: potency is the fitted concentration of half-maximal effect; % is set by controls: 0 for no effect and ±100 for the full control effect; nearly all actives have a fitted effect of over 20% in size
# Target sequence (P02791 2-175 limits assumed): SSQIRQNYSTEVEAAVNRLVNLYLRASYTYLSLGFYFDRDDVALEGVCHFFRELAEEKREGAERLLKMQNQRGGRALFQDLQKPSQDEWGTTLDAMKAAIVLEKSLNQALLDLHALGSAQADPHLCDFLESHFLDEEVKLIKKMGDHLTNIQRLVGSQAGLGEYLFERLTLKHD
#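 In PBS, apoferritin at 10 uM is loaded with 1-AMA from a 50% saturated solution. After 10 min of compound exposure at ambient temperature, reduced 535 nm fluorescence indicates probe displacement.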
# Numbers without * were called inactive; u = inconclusive; x = no result given; & = joins results of further samples; [ ] = another dose, or the depositor's remark. Unless noted, calls come from the whole dose curve; as a rule, active = well fitted curve in the direction sought with a large enough effect; inconclusive = small, poorly fitted or top-dose-only effect, or another doubt; inactive = no such curve, though single readings can be large; an effect the other way counts as inactive or inconclusive. Only part of the results is shown, so the mix of outcomes need not match the whole.
item	mol	POLI inh	POLB inh	ERG Ets-DNA blk	BLM inh	APEX1 inh	12-LOX inh	TRHR agonist	Pol kappa inh	Apoferritin bind
1	COc1ccc(S(=O)(=O)N2CCC(C(=O)NC3CC3)CC2)cc1	35.4%[activator]	19.8%	-3.3%	-0.5%	14.9%	-11.1%	1.5	2.3%	3.6%
2	Cc1cc(C)n(-c2nc3ccccc3c(=O)n2OCCOc2ccccc2)n1	-15.1%	3.9%	-1.8%	-1.3%	0.9%	0.0%	-0.3	-4.9%	-6.4%
3	Cn1nnnc1SCC(=O)Nc1ccc(Br)cc1Br	28.6%	x	x	x	12.5%	-19.9%	x	-3.7%	x
4	CC(=O)c1c(C)[nH]c(C(=O)OCc2cccc(C)c2)c1C	18.4%	1.0%	15.7%	-5.5%	17.7%	-4.2%	-0.7	5.7%	-8.9%
5	CCOC(=O)Cc1csc(NC(=O)Nc2cccs2)n1	70.4%[activator]	40.7%	-9.6%	-3.6%	-9.0%	u	1.7	-25.6%	-1.0%
6	Cc1ccc(Cl)cc1N1CCN(C(=O)c2ccc3c(c2)N(Cc2ccccc2F)C(=O)c2ccccc2S3=O)CC1 (centres undefined)	35.8%	9.5%	-1.2%	-6.5%	x	-15.4%	0.6	-0.5%	-7.0%
7	CN1CCN(c2ncc3nc(-c4ccccc4)c(=O)n(Cc4cccs4)c3n2)CC1	x	x	x	3.7%	-1.4%	u	x	-13.5%[60.1 µM]	x
8	O=c1oc2c(CN3CCCCCC3)c(O)ccc2cc1-c1nc2ccccc2[nH]1	x	0.1%	x	-6.6%	-5.1%	x	7.4	x	x
9	COc1cccc(/C=N/N2CCN(c3ccc(Cl)cc3)CC2)c1OC	29.7%	-1.1%	-7.4%	-9.3%	-2.6%	6.0%	1.1	12.0%	-2.3%
10	COc1cc(CNC(=O)OCC(C)C)cc(OC)c1OC	-16.4%	3.8%	9.5%	-2.5%	-3.6%	419.8%[activator]	-0.6	2.9%	-4.3%
11	COCCN(C(=O)CCC(=O)Nc1nccs1)C(C(=O)NCCC(C)C)c1ccc(F)cc1 (centres undefined)	165.7%[activator]	2.3%	5.5%	1.4%	13.3%	-8.2%	1.2	-11.6%	3.0%
12	CS(=O)(=O)N1CCCC(C(=O)NCCc2ccccc2)C1 (centres undefined)	u	41.7%	x	-0.3%	-1.1%	6.4%&138.6%	0.5	-5.3%	6.0%
13	c1coc(CNCCCN2CCOCC2)c1	-2.6%[58.9 µM]	23.5%	2.7%	2.5%	8.3%	21.5%	0.1	0.3%	-7.2%
14	O=C1N/C(=C/c2cccn2-c2ccccc2)C(=O)N1c1cccc(Cl)c1	23.7%	16.2%	12.3%	-3.8%	6.4%	-21.8%	-0.5	-14.3%	28.1%
15	Cc1ccc(S(=O)(=O)NCC(=O)OCC(=O)N(C)C2CCS(=O)(=O)C2)cc1 (centres undefined)	49.8%[activator]	x	7.4%	x	45.7%[activator]	-11.1%	0.2	2.3%	x

# Reformatted in transposed form: entries from further up
1: COc1ccc(S(=O)(=O)N2CCC(C(=O)NC3CC3)CC2)cc1
2: Cc1cc(C)n(-c2nc3ccccc3c(=O)n2OCCOc2ccccc2)n1
3: Cn1nnnc1SCC(=O)Nc1ccc(Br)cc1Br
4: CC(=O)c1c(C)[nH]c(C(=O)OCc2cccc(C)c2)c1C
5: CCOC(=O)Cc1csc(NC(=O)Nc2cccs2)n1

Assay by compound	1	2	3	4	5
POLI inh	35.4%[activator]	-15.1%	28.6%	18.4%	70.4%[activator]
POLB inh	19.8%	3.9%	x	1.0%	40.7%
ERG Ets-DNA blk	-3.3%	-1.8%	x	15.7%	-9.6%
BLM inh	-0.5%	-1.3%	x	-5.5%	-3.6%
APEX1 inh	14.9%	0.9%	12.5%	17.7%	-9.0%
12-LOX inh	-11.1%	0.0%	-19.9%	-4.2%	u
TRHR agonist	1.5	-0.3	x	-0.7	1.7
Pol kappa inh	2.3%	-4.9%	-3.7%	5.7%	-25.6%
Apoferritin bind	3.6%	-6.4%	x	-8.9%	-1.0%

# (cont.)
item	mol	POLI inh	POLB inh	ERG Ets-DNA blk	BLM inh	APEX1 inh	12-LOX inh	TRHR agonist	Pol kappa inh	Apoferritin bind
16	CCN(CC)S(=O)(=O)c1ccc2c(c1)N(CC(=O)Nc1c(C)cc(C)cc1C)C(=O)CS2	30.0%[activator]	-2.5%	-1.9%	-1.7%	x	1.6%	0.1	-8.2%	u
17	COC(=O)CC1Oc2ccc(F)cc2-n2cc(-c3ccc(C)cc3)nc21 (centres undefined)	-13.8%	-25.9%	-2.6%	-7.4%	x	-13.0%&-11.1%	1.2	-16.9%	31.9%[activator]
18	Cc1c(Cl)cccc1Nc1nc(NCCO)c2ccccc2n1	9.6%	-1.2%	-5.5%	-6.5%	-9.7%	u	0.1	0.2%	-11.8%
19	O=C(COC(=O)c1ccccc1F)Nc1ccc2c(c1)OCCO2	18.6%	x	-3.7%	x	-4.1%	-3.2%	0.1	-3.7%	x
20	CSc1ncc2c(n1)-c1cc(C)ccc1SC2	-9.6%	19.2%	3.3%	-2.4%	-3.7%	-23.1%	0.1	-1.0%	-22.4%
21	Cc1ccc(S(=O)(=O)C(C#N)c2nc3ccccc3nc2N2CCC(C)CC2)cc1 (centres undefined)	4.6%	12.7%	-9.1%	0.3%	2.6%	u	-0.4	2.6%	-12.9%
22	COc1ccc(/C=C(\C#N)C(=O)OCC(=O)NC2CC2)cc1	-6.2%	29.1%	-2.2%	0.9%	-2.6%	0.4%	0.0	-2.2%	-1.1%
23	c1ccc(Cn2c(CN3CCCC3)nc3ccccc32)cc1	25.5%	0.7%	-2.3%	-1.6%	2.9%	-15.6%	-0.3	-6.9%	-15.0%
24	Cc1cc(-n2c(SCCC#N)nnc2-c2cccnc2)ccc1Cl	13.1%	10.0%	3.6%	-0.4%	-0.1%	-8.1%	-1.7	-4.3%	-2.7%
25	Cc1ccc(CNC(=O)c2ccc(N3CCC4(CC3)CC(c3cccc(Br)c3)=NO4)c(NC(=O)c3ccc(Cl)c([N+](=O)[O-])c3)c2)cc1	2.4%	x	-1.2%	x	-16.0%	4.4%	x	-24.3%	x
26	CC(=O)c1c(N2CCN(Cc3ccccc3)CC2)nc(=S)n(-c2ccccc2)c1C	-1.1%	2.3%	8.1%	-14.4%	-0.4%	u	0.3	-1.3%	-2.1%
27	O=C(NNS(=O)(=O)c1ccccc1[N+](=O)[O-])c1cccc(Cl)c1	0.5%	28.9%	-1.9%	-9.3%	-1.3%	-14.3%	0.1	3.0%	-4.8%
28	CC(=O)N[C@H](Cc1c[nH]c2ccccc12)C(N)=O	x	x	x	-0.5%	13.3%	x	x	-4.0%[60.1 µM]	1.5%
29	Cc1nn2c(C(F)(F)F)c3c(nc2c1-c1ccccc1)CCC3	-17.1%	-3.6%	-16.8%	-1.2%	3.2%	-7.5%	-0.6	-9.6%	-5.4%
30	C=CCn1c(SCc2cc(=O)n3ccsc3n2)nnc1C1CCCCC1	25.1µM*	20µM*	10.9%	-24.2%	-10.7%	u	0.2	u	-1.5%
31	Cc1ccc(C(=O)Nc2ccc(C(=O)N/N=C/c3ccc(C)o3)cc2)cc1	69.6%[activator]	u	2.9%	-8.9%	-10.3%	-2.1%	0.0	-15.5%	2.9%
32	CCC(C)NC(=O)CSc1nc2n[nH]c(C)c2c(=N)n1-c1cc(Cl)ccc1C (centres undefined)	-24.6%	-25.0%	1.6%	0.7%	x	-23.8%	-0.4	-6.7%[60.1 µM]	-17.2%
33	CC1=C(C(=O)Nc2ccc(Cl)cc2)C2(CCCCC2)C(C(N)=O)C(=S)N1 (centres undefined)	x	-20.2%	x	-0.2%	-3.0%	u	0.6	x	-9.7%
34	CCCCN(C(=O)c1cccc(-n2cnnn2)c1)c1c(N)n(CC(C)C)c(=O)[nH]c1=O	55.5%[activator]	x	7.2%	x	18.4%	3.8%	0.1	-19.3%	x
35	OC1=C(O)c2nc3ccccc3nc21	19.1%	-0.7%	1.7%	0.9%	22.7%	-4.0%	0.1	-17.7%	4.6%
36	Cn1c(=O)oc2cc(S(=O)(=O)NCc3ccccc3)ccc21	15.8%	19.0%	x	-11.8%	10.9%	24.9%	-0.1	-15.5%	-3.8%
37	Cc1ccc(CCNC(=O)C2CCN(S(=O)(=O)N3CCOCC3)CC2)cc1	-24.1%	-0.3%	3.4%	3.2%	24.7%	-7.3%	0.7	-13.3%	-4.4%
38	O=C1CN(c2nc(-c3ccccc3)c3cc(Cl)ccc3n2)c2ccccc2N1	20.6%	0.9%	-6.7%	-0.9%	0.2%	u	3.3	-19.1%	-2.3%
39	Cc1cc(=O)n(C)c(=O)n1CCCCCCOc1cccc([N+](=O)[O-])c1	-22.7%	0.2%	x	-2.1%	2.5%	-0.6%	-0.8	-4.8%	-23.4%
40	OCCC1CN(Cc2ccc(Oc3ncccn3)cc2)CCN1C1CCCC1 (centres undefined)	1.2%	14.0%	7.3%	-3.8%	-4.6%	-5.9%	0.9	-11.2%	-2.8%
41	O=C(O)CCCC(=O)Nc1nc(-c2ccc(F)cc2)cs1	-2.5%	11.8%	0.7%	0.9%	2.1%	-5.8%	-1.6	-5.1%	9.4%
42	CCc1nnc(NC(=O)C(C)Sc2ccccc2)s1 (centres undefined)	-13.5%	19.5%	0.1%	0.8%	-2.5%	2.9%	-0.3	-4.8%	u
43	CC(C)N(C(=O)[C@H]1C[C@H](CC(=O)NCc2ccco2)C(=O)N2CCc3c([nH]c4cc(CCC(=O)N(C)C)ccc34)[C@]12C)C(C)C	11.9%	x	13.8%	x	-0.7%	0.0%	x	-5.5%	x
44	CSc1nnc2c(n1)OC=Nc1ccc(Br)cc1-2	-25.9%	16.3%	0.2%	-1.9%	4.6%	0.0%	0.3	10.3%	-4.9%

# Source: PubChem BioAssay (National Center for Advancing Translational Sciences (NCATS))
